Screens as filed in PubChem.
PglD DTNB – inhibitors of Campylobacter jejuni PglD acetyltransferase; purified PglD enzyme, DTNB colorimetric CoA detection; inhibition, % at 12.5 µM; hit rate 0.098% among 360,000; in the data active = inhibition above about 16%, passing the limit was not always enough; inconclusive = no clear call, values can overlap the other calls; also: strong numbers were not always called active
E-sel inducer – E-selectin induction on HUVECs | HUVEC E-selectin immunofluorescence imaging; normalized: neutral wells 0, TNF-alpha wells 100 | hit rate 0.37% among 260,000 | P16581 | activation, % at 7.58 µM;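 active = mean E-selectin-positive cell signal at least 10% of the positive control, reached in at least 60% of replicates, without over 20% cell loss; inconclusive = no rule given, readout overlaps actives, possibly toxicity-flagged; inactive = the rest, including those meeting only one limit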;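 also: in these data hits start at about 27%; measured in HUVEC primary endothelial cells; signal is the percent of cells scored E-selectin positive by PE staining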
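material = human umbilical vein endothelial cells (HUVEC), E-selectin induction | quantity = 3,000 cells/well | medium = EGM-2 growth medium on 0.1% gelatin-coated wells | technique = immunofluorescence imaging | read-out basis = % PE-positive cells | control set = TNF-alpha positive control, DMSO neutral control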
DENV2 CPE – DENV2-induced cell death inhibition; DENV2-infected cells, cytopathic effect rescue, plate reader; CPE inhibition, % at 9.99 µM; hit rate 1.7% among 350,000; in the data active = CPE inhibition above about 20%, passing the limit was not always enough; inconclusive = no clear call, values can overlap the other calls; tested in BHK-21 cells;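 also: 0% = median of neutral control wells and 100% = median of positive control wells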
SIRT5 block – sirtuin-5 (human) deacylase inhibition. hit rate 1.1% among 330,000. Purified SirT5, succinyl-peptide AMC, trypsin-coupled fluorescence. Q9NXA8. inhibition, % at 15 µM; in the data active = inhibition above about 15%; inconclusive = no clear call, values can overlap the other calls
Target sequence (Q9NXA8 whole entry, looked up): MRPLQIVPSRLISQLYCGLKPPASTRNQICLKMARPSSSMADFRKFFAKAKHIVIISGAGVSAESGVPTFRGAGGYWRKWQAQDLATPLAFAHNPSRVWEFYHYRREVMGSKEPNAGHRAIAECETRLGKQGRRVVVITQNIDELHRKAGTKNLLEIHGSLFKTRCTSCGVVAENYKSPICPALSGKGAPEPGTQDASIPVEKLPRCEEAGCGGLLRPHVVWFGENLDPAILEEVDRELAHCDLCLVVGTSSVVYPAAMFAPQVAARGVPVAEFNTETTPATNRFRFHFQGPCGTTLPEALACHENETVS
S100A4 MyoIIA – inhibitors of human S100A4 binding to myosin IIA peptide. hit rate 0.14% among 360,000. P26447. S100A4/TAMRA-MyoIIA peptide fluorescence polarization. inhibition, % at 10.7 µM;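 active = mean inhibition of at least 70% across replicates, with every replicate also reaching that level; inconclusive = mean inhibition reaches 70% but some replicates fall short; inactive = mean inhibition below 70%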
Target sequence (P26447 whole entry, looked up): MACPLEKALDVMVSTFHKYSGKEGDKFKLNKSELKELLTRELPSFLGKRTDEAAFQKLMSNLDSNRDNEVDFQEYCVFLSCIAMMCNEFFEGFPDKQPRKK
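assay system = human S100A4 monomer with TAMRA-labelled myosin IIA peptide | also added = labelled myosin peptide probe, 5 nM | incubation = 5 min between mix addition and reading | control set = DMSO and TFP controls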
Statin myotox sup – suppressors of simvastatin-induced myotoxicity in C2C12 myotubes; ATP luminescence, 48 h; scaled: DMSO 0, geranylgeraniol control 100; rescue of ATP level, % at 7.49 µM; hit rate 0.78% among 330,000; AID 602340;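 active = mean ATP rescue above about 67%, or every replicate alone reaching that limit, limit read from the data, passing the limit was not always enough; inconclusive = no clear call, values can overlap the other calls; inactive = mean under the limit and some replicate under it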;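 also: myotubes were challenged with 10 µM simvastatin during compound exposure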
ERp5 block – blocks human ERp5 reductase activity on insulin. inhibition, % at 9.99 µM. hit rate 0.05% among 350,000. Q15084. AID 651711. ERp5 insulin aggregation, absorbance 650 nm, 90 min;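 active = mean replicate inhibition above about 25%, with every replicate also reaching it, limit read from the data, passing the limit was not always enough; inconclusive = only one of those two criteria met; inactive = neither criterion met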
Target sequence (Q15084 whole entry, looked up): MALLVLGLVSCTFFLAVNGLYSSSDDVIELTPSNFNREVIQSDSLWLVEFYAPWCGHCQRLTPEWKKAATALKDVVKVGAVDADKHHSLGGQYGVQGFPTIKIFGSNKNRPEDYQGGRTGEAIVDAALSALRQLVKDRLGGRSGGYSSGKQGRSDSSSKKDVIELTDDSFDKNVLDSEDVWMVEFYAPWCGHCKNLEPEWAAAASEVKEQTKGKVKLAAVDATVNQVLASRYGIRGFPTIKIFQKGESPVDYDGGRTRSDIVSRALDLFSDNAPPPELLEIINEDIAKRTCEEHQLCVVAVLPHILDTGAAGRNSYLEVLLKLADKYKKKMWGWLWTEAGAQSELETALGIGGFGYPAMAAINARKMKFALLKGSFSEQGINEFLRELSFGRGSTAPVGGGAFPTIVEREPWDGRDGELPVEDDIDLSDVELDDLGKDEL
The depositor's hits bear a star; ? = inconclusive; · = no result given; & = joins results of further samples. An excerpt; rates above refer to the full screens.

SMILES | PglD DTNB | E-sel inducer | DENV2 CPE | SIRT5 block | S100A4 MyoIIA | Statin myotox sup | ERp5 block
CC(=O)Nc1ccc(S(=O)(=O)N(C)CC(=O)OC(C)C(=O)N(C)C2CCCCC2)cc1 (configuration not stated) | -6 | 0.0 | 14 | 0 | -5 | 12 | 5
CCOc1cc(CNc2ccc(N3CCCC3)cc2)cc(Cl)c1OC | -12 | 4.6 | -2 | 4 | 10 | · | 3
COc1ccccc1Oc1coc2cc(OCC(N)=O)ccc2c1=O | -3 | 0.0 | 8 | 2 | 3 | 13 | 2
CCc1cc2c(=O)n(CC(=O)NCCc3ccc(OC)c(OC)c3)cnc2s1 | · | · | 1 | -3 | -3 | · | 1
O=c1oc2cc(O)ccc2c2oc3cc(O)ccc3c12 | -8 | 2.0 | -5 | -9 | -7 | 3 | 8
COc1ccc(OC)c(C(=O)NC(CC(N)=O)c2ccc(NC(C)C)c([N+](=O)[O-])c2)c1 (configuration not stated) | 2 | -0.1 | 8 | -4 | -3 | -3 | 1
CN1C(=O)C(CC(=O)NC2CCCCC2)SC1=Nc1ccccc1 (configuration not stated) | 54* | · | 4 | 0 | -2 | · | 2
CCOC(=O)C1CCN(C(=O)C(CC)c2ccccc2)CC1 (configuration not stated) | · | 2.7 | -2 | 0 | -6 | · | 3
Cc1ccc(C(=O)Nc2ccncc2)c(Cl)c1 | -10 | · | -5 | -9 | -3 | 4 | 1
O=C(O)CCNC(=O)/C(=C/c1ccco1)NC(=O)c1ccco1 | 3 | · | 10 | 12 | 7 | -2 | 2
C=C(CN(C)C)C(=O)c1ccc(OC2OC(COC(C)=O)C(OC(C)=O)C(OC(C)=O)C2OC(C)=O)cc1 (configuration not stated) | · | · | -3 | -3 | -7 | · | 3
FC(F)(F)c1ccc(Cl)c(-n2c(-c3cc(C4CC4)[nH]n3)n[nH]c2=S)c1 | 3 | 8.0 | -3 | 0 | 1 | 8 | 5
CC(=O)N1[C@H](CO)[C@@H](c2ccc(-c3cccc(F)c3)cc2)[C@@H]1CNC(=O)C1CC1 | 0 | 0.0 | ? | · | · | 2 | ·
CN(CC(=O)Nc1cccc(Cl)c1)S(=O)(=O)/C=C/c1ccccc1 | 1 | -0.8 | 0 | · | -1 | 5 | -6
O=S(=O)(Nc1nnc(C(F)(F)F)s1)c1ccc(Cl)cc1 | -6 | 0.0 | -4 | 0 | 6 | 11 | 2
O=C(O)CCn1c(=O)[nH]c2ccccc2c1=O | -1 | 0.1 | 19 | -2 | -4 | 5 | -7
C[C@@H]1CCCCO[C@@H](CN(C)C(=O)NC2CCCCC2)[C@H](C)CN([C@@H](C)CO)C(=O)c2cc(NC(=O)Nc3ccc(F)cc3)ccc2O1 | 1 | · | 24* | 4 | 2 | · | 8
C[C@H](NC(=O)C[C@@H]1CC[C@H]2[C@@H](COC[C@@H](O)CN2C(=O)Nc2cc(Cl)cc(Cl)c2)O1)c1ccccc1 | -2 | 0.2 | 7 | 0 | -7 | -5 | -14
N#Cc1c(F)cccc1NCc1cccs1 | 0 | 0.1 | -5 | 3 | 1 | 8 | 0
COc1cccc(/C=N/NC(=O)c2cnccn2)c1OC | · | 3.5 | 3 | -4 | -8 | · | -5

The list goes on; it opens with the 4 that closed the last part.
SMILES | PglD DTNB | E-sel inducer | DENV2 CPE | SIRT5 block | S100A4 MyoIIA | Statin myotox sup | ERp5 block
C[C@@H]1CCCCO[C@@H](CN(C)C(=O)NC2CCCCC2)[C@H](C)CN([C@@H](C)CO)C(=O)c2cc(NC(=O)Nc3ccc(F)cc3)ccc2O1 | 1 | · | 24* | 4 | 2 | · | 8
C[C@H](NC(=O)C[C@@H]1CC[C@H]2[C@@H](COC[C@@H](O)CN2C(=O)Nc2cc(Cl)cc(Cl)c2)O1)c1ccccc1 | -2 | 0.2 | 7 | 0 | -7 | -5 | -14
N#Cc1c(F)cccc1NCc1cccs1 | 0 | 0.1 | -5 | 3 | 1 | 8 | 0
COc1cccc(/C=N/NC(=O)c2cnccn2)c1OC | · | 3.5 | 3 | -4 | -8 | · | -5
CCNC(=O)C[C@@H]1CC[C@@H](NS(=O)(=O)c2ccc(F)cc2)[C@@H](CO)O1 | -2 | -0.4 | 9 | -5 | -37 | 4 | -1
C[C@H]1CCCCO[C@H](CN(C)Cc2ccc(C(=O)O)cc2)[C@@H](C)CN([C@@H](C)CO)C(=O)c2cc(NS(=O)(=O)c3cn(C)cn3)ccc2O1 | 1&-1 | 0.0 | 3&8 | -2 | -2 | 9 | -1
C=CCn1c(SCC(=O)NC2CCCC2)nnc1-c1ccccn1 | 3 | 0.0 | 6 | -1 | -5 | -2 | 4
Cc1ccccc1S(=O)(=O)Cc1ccc(C(=O)NC2CCC(C)CC2)o1 (configuration not stated) | 0 | · | -1 | -1 | -2 | -10 | -7
CCOc1ccc(NC(=O)CSc2nccn2Cc2ccco2)cc1 | -3 | -0.2 | 5 | 1 | 0 | 0 | 2
C[C@@H]1CCCCO[C@H](CN(C)S(=O)(=O)c2ccccc2)[C@@H](C)CN([C@H](C)CO)C(=O)c2cc(NC(=O)CCC(F)(F)F)ccc2O1 | 3 | 0.0 | -7 | -3 | -26 | · | -1
COc1cccc(S(=O)(=O)N2CC[C@H]3[C@H](CO)Nc4ccc(C#Cc5ccccc5)cc4[C@H]32)c1 | -1 | 1.0 | 31* | 2 | -1 | -10 | -4
CO[C@H]1CN(C)C(=O)c2cc(NS(=O)(=O)CC(F)(F)F)ccc2OC[C@H](C)N(CC2CCCCC2)C[C@H]1C | -2 | -0.1 | 6 | -2 | -4 | 0 | -3
COc1ccccc1-c1cnc2c(c1)C(=O)N([C@H](C)CO)C[C@H](C)[C@@H](CN(C)C)O2 | 2 | -0.6 | -7 | -1 | 1 | -9 | -8
Cc1cc(C)n(CC(O)COc2ccc(F)cc2)n1 (configuration not stated) | 0 | · | 1 | -4 | 3 | -2 | 0
CCOC(=O)N1CCN(C(=O)C[C@@H]2C[C@@]3(C(=O)OCC)CCC=C3N(Cc3ccco3)C2=O)CC1 | · | 0.0 | -9 | -4 | -3 | · | -5
CC(C)(C)OC(=O)NCc1ccc(CNC(=O)c2[nH]cnc2C(=O)NCC(=O)OCc2ccccc2)cc1 | 4 | · | -4 | -2 | -1 | 8 | 4
Nc1nc(-c2ccccc2)cc(-c2ccccc2)n1 | -4 | 1.1 | -2 | 4 | 3 | 14 | 0
O=C(c1cnn(C(=O)COc2ccccc2F)c1)c1cc(F)ccc1O | · | 0.4 | 2 | -1 | -4 | · | 6
CCCNC(=O)C[C@H]1CC[C@H]2[C@@H](COC[C@@H](O)CN2Cc2ccc(Cl)c(Cl)c2)O1 | 8 | 0.0 | -8 | 0 | 0 | 20 | 2
O=C(Nc1cc(F)ccc1F)N1CC(=O)N2[C@H](CO)[C@@H](c3ccc(-c4cccnc4)cc3)[C@@H]2C1 | · | 0.8 | 14 | -1 | 4 | · | 1
COc1ccc(NC(=O)Nc2ccc3c(c2)[C@@H]2C[C@H](CC(=O)O)O[C@@H](CO)[C@@H]2O3)cc1 | 0 | -0.3 | -1 | -1 | -18 | -3 | 0
Cc1ccc(S(=O)(=O)N(C)C[C@H]2Oc3c(NS(C)(=O)=O)cccc3C(=O)N([C@H](C)CO)C[C@H]2C)cc1 | 0 | 1.2 | 12 | 2 | -10 | 4 | 7
COc1ccccc1C(=O)NC(=O)CSc1nncn1C | -1 | 0.1 | 6 | -3 | 0 | 5 | 4
CCCC#Cc1ccc2c(c1)O[C@@H](CN(C)CC1CCOCC1)[C@@H](C)CN([C@H](C)CO)S2(=O)=O | 1 | 0.0 | 8 | 7 | 14 | 4 | 4
CCCCN(C(=O)CSCC(=O)Nc1ccc(C)cc1)c1c(N)n(CCCC)c(=O)[nH]c1=O | 4 | 1.6 | -4 | -7 | 2 | -2 | -1
COc1ccc(C(CNC(=O)c2nn(-c3ccccc3)c(=O)c3ccccc23)N2CCOCC2)cc1 (configuration not stated) | 0 | · | 2 | -4 | -9 | 13 | -1
COc1cc(/C=C2\SC(=S)N(C(Cc3ccccc3)C(=O)O)C2=O)ccc1O (configuration not stated) | · | -0.1 | 5 | 8 | -12 | · | 0
Cc1ccc(S(=O)(=O)N[C@H]2CC[C@@H](CC(=O)NCCCN(C)C)O[C@@H]2CO)cc1 | 3 | 1.4 | -2 | -5 | 1 | -10 | -7
O=C(C[C@H]1C=C[C@@H](NC(=O)C2CCC2)[C@@H](CO)O1)NCc1ccncc1 | 2 | 0.1 | 3 | -2 | -1 | -5 | -8
C[C@H](CO)N1C[C@H](C)[C@@H](CN(C)C)Oc2cc(C#Cc3ccncc3)ccc2S1(=O)=O | -1 | -0.4 | -5 | -2 | -4 | 9 | 0
Cc1cc(C)cc(-n2c(SCC(=O)NCc3ccc4c(c3)OCO4)nc3ccccc3c2=O)c1 | · | · | -1 | -2 | -3 | · | 9
COCC(=O)N1C[C@H](C)[C@@H](OC)CN(C)C(=O)c2ccc(NC(=O)C3CCC3)cc2OC[C@H]1C | 1 | -0.1 | 5 | 5 | 48 | 1 | 5
Cc1ccc(-c2nc(CS(=O)(=O)CC(=O)NC3CCCCC3C)c(C)o2)cc1 (configuration not stated) | -5 | 0.1 | -4 | 3 | 1 | -1 | -4
O=C(C1CCCC1)N1CC[C@H]2[C@H](CO)Nc3ccc(C#Cc4ccc(F)cc4)cc3[C@H]21 | · | · | -1 | 14 | 3 | · | 1
CN(C(=O)c1cccc(NC(=O)Cc2ccc(NC(=O)C3CCCN(C(=O)C4CCC4)C3)cc2)c1)C1CCCC1 (configuration not stated) | -7 | -0.1 | -1 | 1 | 0 | 1 | -5
C[C@@H]1CN([C@H](C)CO)C(=O)c2cc(NC(=O)Nc3ccc(F)cc3)ccc2O[C@@H](C)CCCCO[C@@H]1CN(C)CC1CCCCC1 | -3 | 0.1 | -2 | -9 | -2 | · | -6
O=C(C[C@@H]1C=C[C@@H](NC(=O)Nc2ccc(F)cc2)[C@@H](CO)O1)NCc1cccc(F)c1 | -3 | 0.1 | 2 | 2 | 3 | 5 | ·
CCn1c(SCC(=O)Nc2ccccc2C)nc2nc3c(cc2c1=O)COC(C)(C)C3 | · | 7.1 | -3 | -1 | 7 | · | 4
COc1ccc(OC)c(NC(=O)CSc2nncc3ccc(OC)c(OC)c23)c1 | · | 5.7 | 17 | 0 | 25 | 2 | 0
O=S(=O)(c1ccc(SCCOc2ccccc2Cl)nc1)N1CCCC1 | 2 | · | -4 | -2 | -2 | -8 | 4
CN1CCN(c2ccc([N+](=O)[O-])cc2C(=O)c2ccccc2)CC1 | -6 | · | 1 | · | 0 | 0 | 0
O=S(=O)(c1ccccc1)c1cnc(-c2ccccc2)nc1N1CCCC1 | · | -0.4 | 0 | -4 | 9 | · | -2
Cc1cc(NC(=O)c2cc(-c3ccccc3Cl)nc3ccccc23)no1 | -5 | · | -5 | -10 | -8 | · | -1
c1ccc(OCCOc2cccc3cccnc23)cc1 | · | -0.2 | -6 | 12 | -2 | · | -3
CO[C@H]1CN(C)C(=O)c2ccc(NC(C)=O)cc2OC[C@@H](C)N(Cc2nccs2)C[C@@H]1C | -1 | 0.1 | -7 | -1 | 34 | -5 | 9
CCCc1ccc(O)c(N=Cc2cc(Br)cc(OCC)c2O)c1 | · | · | 5 | -3 | 0 | · | -4
COc1ccc(C#Cc2cnc3c(c2)C(=O)N([C@H](C)CO)C[C@@H](C)[C@H](CN(C)C(=O)c2ccccc2F)O3)cc1 | 2 | -0.3 | -4 | 11 | 4 | 9 | 3
O=C(/C=C/c1ccccc1)c1ccc2ccccc2c1 | -2 | 0.3 | 5 | -10 | -8 | 3 | -11
CCOC(=O)N1CCN(CC(=O)Nc2cccc(Br)c2)CC1 | 3 | · | · | -1 | 0 | 8 | 1
